HePTP inhibitor: blocks human HePTP tyrosine phosphatase. P35236. recombinant HePTP phosphatase activity, OD absorbance. inhibition, % at 20 µM. hit rate 0.64% among 110,000; in the data active = inhibition above about 50%;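 also: plate controls were vehicle for no effect and reference inhibitor for full effect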
Target sequence (P35236 whole entry, looked up): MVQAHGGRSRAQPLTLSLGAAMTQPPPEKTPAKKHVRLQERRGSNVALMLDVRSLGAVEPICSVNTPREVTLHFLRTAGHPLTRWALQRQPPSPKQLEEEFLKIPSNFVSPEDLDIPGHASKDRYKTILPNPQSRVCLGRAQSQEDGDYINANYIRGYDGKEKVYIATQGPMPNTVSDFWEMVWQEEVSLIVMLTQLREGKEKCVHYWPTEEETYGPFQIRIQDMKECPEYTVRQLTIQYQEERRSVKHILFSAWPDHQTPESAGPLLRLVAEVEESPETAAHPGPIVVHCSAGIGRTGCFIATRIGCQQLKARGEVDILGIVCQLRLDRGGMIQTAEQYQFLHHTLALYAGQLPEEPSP
BAP1 inh: blocks human BAP1 ubiquitin-AMC hydrolysis. recombinant BAP1, Ub-AMC hydrolysis fluorescence kinetic; stronger effect = lower value. activity remaining (% of control), % at 20 µM. hit rate 0.48% among 72,000;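 active = activity remaining at or below 50% of control, provided the compound also passes the data quality filters; inactive = the rest, including low values that fail the filters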;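 also: 100% = DMSO wells rate and 0% = substrate alone blank rate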
Target sequence (Q92560 whole entry, looked up): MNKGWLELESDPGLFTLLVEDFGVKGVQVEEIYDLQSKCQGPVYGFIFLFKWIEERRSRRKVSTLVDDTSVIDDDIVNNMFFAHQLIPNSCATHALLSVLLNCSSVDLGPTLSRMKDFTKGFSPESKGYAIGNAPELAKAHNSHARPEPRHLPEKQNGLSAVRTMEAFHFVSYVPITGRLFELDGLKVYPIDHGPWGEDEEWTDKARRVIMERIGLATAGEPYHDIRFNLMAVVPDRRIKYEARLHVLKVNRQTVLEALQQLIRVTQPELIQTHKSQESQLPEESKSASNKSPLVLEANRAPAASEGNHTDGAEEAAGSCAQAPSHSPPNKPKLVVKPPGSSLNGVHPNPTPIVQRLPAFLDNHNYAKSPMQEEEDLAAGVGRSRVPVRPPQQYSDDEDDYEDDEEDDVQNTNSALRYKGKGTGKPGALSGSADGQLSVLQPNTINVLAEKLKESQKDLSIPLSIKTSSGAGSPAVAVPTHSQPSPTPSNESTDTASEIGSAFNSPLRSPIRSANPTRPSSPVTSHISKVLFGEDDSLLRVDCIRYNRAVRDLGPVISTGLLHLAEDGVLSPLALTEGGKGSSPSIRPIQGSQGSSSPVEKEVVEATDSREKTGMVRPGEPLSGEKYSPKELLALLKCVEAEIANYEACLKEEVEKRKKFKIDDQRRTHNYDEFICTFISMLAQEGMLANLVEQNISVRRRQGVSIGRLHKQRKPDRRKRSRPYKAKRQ
Numbers without * were called inactive; nt = not tested or not shown; & = joins results of further samples.

SMILES	HePTP inhibitor	BAP1 inh
CCOc1cc(N2CCOCC2)c(OCC)cc1N	68*	nt
CCCCOc1ccc(Cl)cc1CSc1nnc(CC)n1N	-8	108
CCN1CCN(c2nc(SC)nc3sc4c(c23)CC(C)(C)OC4)CC1	-1	nt
Cc1cc(C)n(-c2ccc(C(=O)NC3=NCCS3)cc2)n1	-2	87
CCOC(=O)C(Cc1ccccc1)(NC(C)=O)C(=O)OCC	-12	nt
COc1ccc(C(NC=O)c2ccc(OC)cc2)cc1	-5	nt
CC(C)OC(=O)COc1cc2oc(=O)c3c(c2cc1Cl)CCCC3	8	nt
CCOC(=O)/C=c1\s/c(=C\c2ccccc2OC)c(=O)n1CC(=O)N1CCOCC1	0	92
O=C(NCCN=C1NS(=O)(=O)c2ccccc21)c1ccc(S(=O)(=O)N2CCOCC2)cc1	1	105
COc1ccc(C2OCC3(CO)C(C)C=C(C)C2C3C)cc1 (configuration not stated)	8	nt
O=[N+]([O-])c1cccc(C=NCCCN2CCOCC2)c1	1	nt
CCOC(=O)COc1cc(C)c(Cl)cc1[N+](=O)[O-]	-3	nt
Cc1cccc(-n2c(CCN3C(=O)c4ccccc4C3=O)nc3ccccc3c2=O)n1	6&1	97
CCN(CC)c1ccc(N2C(=O)/C(=C/c3ccc(C(=O)O)cc3)SC2=S)cc1	104*	nt
COc1ccccc1N1CCN(/N=C\c2cc(OC)c(OC(C)=O)c(OC)c2)CC1	-22	nt

Taken from the listing, seven compounds:
SMILES	HePTP inhibitor	BAP1 inh
O=C(NCCN=C1NS(=O)(=O)c2ccccc21)c1ccc(S(=O)(=O)N2CCOCC2)cc1	1	105
COc1ccc(C2OCC3(CO)C(C)C=C(C)C2C3C)cc1 (configuration not stated)	8	nt
O=[N+]([O-])c1cccc(C=NCCCN2CCOCC2)c1	1	nt
CCOC(=O)COc1cc(C)c(Cl)cc1[N+](=O)[O-]	-3	nt
Cc1cccc(-n2c(CCN3C(=O)c4ccccc4C3=O)nc3ccccc3c2=O)n1	6&1	97
CCN(CC)c1ccc(N2C(=O)/C(=C/c3ccc(C(=O)O)cc3)SC2=S)cc1	104*	nt
COc1ccccc1N1CCN(/N=C\c2cc(OC)c(OC(C)=O)c(OC)c2)CC1	-22	nt

Further results
SMILES	HePTP inhibitor	BAP1 inh
CCCC(C)NC(=O)c1ccc([N+](=O)[O-])cc1 (configuration not stated)	11	nt
CCC(=O)Nc1cccc(NC(=O)c2ccc3c(c2)OCO3)c1	5	81
Nc1c(N2CCCCC2)c(=O)[nH]c(=O)n1-c1ccccc1	3	103
CCN1CCN(C(=O)CN(C)S(=O)(=O)c2ccc(OC)cc2)CC1	11	98
Brc1ccc(-c2cs/c(=N/c3ccccn3)n2-c2ccccc2)cc1	-2	nt
CCOC(=O)N1CCN(C(=O)c2ccc3c(=O)n(-c4ccc(OC)cc4OC)c(=S)[nH]c3c2)CC1	1	79
Cc1nnc2ccc(N3CCN(c4ccccn4)CC3)nn12	-9	86
COc1cc(/C=C/C(=O)c2ccc(Cl)cc2)cc(OC)c1OC	1	nt
COC(=O)c1cc(COc2ccc3ccc(=O)oc3c2)c(C)o1	7	nt
O=C(Nc1ccccc1C(=O)Nc1ccc(Cl)cc1)c1ccc([N+](=O)[O-])cc1	5	nt
C(=Nc1ccc(N=Cc2ccccn2)cc1)c1ccccn1	-18	nt
COC(=O)c1c(NC(=O)c2ccc(Cl)c([N+](=O)[O-])c2)sc2c1CCC(C)C2 (configuration not stated)	nt	57
COc1ccc(Cl)cc1NC(=O)CSc1nnc(COc2ccccc2)n1N	7	100
CCCc1nc(S(=O)(=O)Cc2ccc(Cl)cc2Cl)n[nH]1	-6	114
c1ccc(-c2csc(N3CCN(c4ccccn4)CC3)n2)cc1	-4	93
CC(C)CCn1nnnc1C(c1ccc(N(C)C)cc1)N1CCN(C(=O)c2ccco2)CC1 (configuration not stated)	2	121
COc1cc(-c2nn3c(C4CCCCC4)nnc3s2)cc(OC)c1OC	3	81
Cc1ccc2nc(-c3ccc(C)c(NC(=O)COc4ccc(Cl)cc4C)c3)oc2c1	2	nt
COc1cc(NC(=O)c2ccco2)cc(OC)c1	-4	nt
CN=C1S/C(=C\c2cc3c(cc2Br)OCO3)C(=O)N1C	4	nt
O=C(/C=C/c1ccccc1)Nc1ccccc1C#Cc1ccccc1	5	nt
CC12CC(O)C3(F)C(CCC4=CC(=O)C=CC43C)C1CC=C2C(=O)CO (configuration not stated)	-1	nt
COc1ccc(Nc2ncc3c(n2)CC(c2ccccc2)CC3=O)cc1 (configuration not stated)	-5	62
CC1CCN(S(=O)(=O)c2ccc(NC(=O)CN3CCN(C)CC3)cc2)CC1	6	113
O=C1CC(N2CCN(c3ccc(Cl)cc3)CC2)C(=O)N1c1cccc(Br)c1 (configuration not stated)	6	nt
NC(=O)CSc1nc2sc3c(c2c2ncnn12)CCCC3	5	129
Cc1ccc2[nH]c(=O)c(CN(Cc3nnnn3C3CCCC3)C3CCCCC3)cc2c1	6	nt
Cc1ccc(CCNC(=O)CS(=O)Cc2nc(-c3cccc(C)c3)oc2C)cc1 (configuration not stated)	12	94
CCSc1ccc(NC(=O)CC2c3ccccc3Oc3ccccc32)cc1	nt	157
Cc1cc(Cl)ccc1OCCCC(=O)Nc1cccnc1	0	82
Cc1nc(SCC(=O)Nc2cc(C)on2)c2c3c(sc2n1)CCCC3	2	56
O=C(CC1(c2ccccc2)C(=O)c2ccccc2C1=O)NC1CCCCC1	6	nt
CCOC(=O)c1ccc(Nc2ccc(-c3ccc(OC)c(OC)c3)nn2)cc1	2	nt
CCCOc1ccccc1N1C(=O)CC(N2CCOCC2)C1=O (configuration not stated)	2	85
CC(CCO)Nc1nc2c(c(=O)n(C)c(=O)n2C)n1Cc1cccc(Br)c1 (configuration not stated)	3	66
O=C(CSc1nnc(C2CC2)n1Cc1ccccc1)N1CCN(S(=O)(=O)c2ccccc2)CC1	-7	101
CC1(C)OC(=O)C2(Cc3ccccc3N3CCCCC32)C(=O)O1 (configuration not stated)	1	90
O=[N+]([O-])c1cn(Cc2ccc(F)cc2)cn1	2	nt
CNC(=O)C1CCCN1S(=O)(=O)c1ccc(OC)cc1 (configuration not stated)	5	80
Clc1c(-c2nnc3n2CCC3)sc2ccccc12	4	137
CN1CCN(C(=O)c2cc3nc(-c4ccc(Cl)c(Cl)c4)cc(C(F)(F)F)n3n2)CC1	5	nt
Cc1ccc(C(=O)C2CCN(CC(=O)Nc3ccc4c(c3)OCCO4)CC2)cc1	7	117
N[C@@]12CCc3nonc3[C@]1(O)CC(c1ccccc1)=[N+]2[O-]	5	97
CCOC(=O)C(=CNc1cccc(C(=O)O)c1)C(=O)OCC	-15	nt
Cc1nc2ccccc2n1Cc1ccccc1Br	2	nt
COc1cccc(CNC(=O)c2cc3ccccn3n2)c1	7	95
CCN(CC)CCNC(=O)c1cn(CC)c2ccc(S(=O)(=O)N(C)C)cc2c1=O	-8	89
Cn1c(=O)cc(SCC(=O)NCc2cccnc2)c2ccccc21	6	112
Cc1noc(C)c1C(=O)OCC(=O)NCCc1ccc(Cl)cc1	10	80
Cc1cc(N2CCOCC2)nc(N2CCOCC2)n1	-3	nt
CC1(C)CC(=O)C2=C(C1)c1c(ccc3ccccc13)NC2c1ccc(N2CCOCC2)cc1 (configuration not stated)	2	nt
Cc1ccc(Cl)cc1NC(=O)c1cncc(Br)c1	7	nt
O=C(COc1ccc(S(=O)(=O)NCCc2ccccc2)cc1)N1CCCC1	10	72
Cc1cccc(C)c1Nc1nc2ccccc2o1	-2	86
CC(Oc1ccc(NC(=O)c2ccco2)cc1)C(=O)N1c2ccccc2CC1C (configuration not stated)	4	89
COc1cc(-c2noc(-c3ccc(Cl)cc3)n2)cc(OC)c1OC	10	nt
O=C(c1nsc(Cl)c1Cl)N1CCCCC1	2	100
CC(C)Oc1ccc(C(=O)Nc2ccc(N3CCCC3)cc2)cc1	-8	55
O=C(CSc1nc2c(c(=O)n1-c1ccc(F)cc1)SCC2)N1CCCC1	2	94
O=C1C(=O)N(c2cccc(Cl)c2)C(c2ccccc2F)/C1=C(\O)c1ccccc1 (configuration not stated)	0	nt

Further structures follow.
SMILES	HePTP inhibitor	BAP1 inh
COCCNS(=O)(=O)c1ccc(Cl)cc1	-6	nt
CC(=O)NC(=O)c1cc2ccccc2oc1=Nc1cccc2ccccc12	nt	70
COc1cc(NS(=O)(=O)c2ccc3ccccc3c2)cc(OC)c1	0	nt
O=[N+]([O-])c1ccc(-c2nnc(-c3ccccc3)c(-c3ccccc3)n2)cc1	-9	nt
Brc1ccc(-c2nnc3sc(CNC4CCCC4)cn23)cc1	nt	99
COc1ccc(-c2nnc(SCc3nnc(-c4ccccc4)o3)n2-c2ccccc2)cc1	11	90
N=c1ccn(Cc2ccc(Cl)cc2)cc1	8	101
CCOc1cccc(-c2nnc3sc(-c4cccs4)nn23)c1	-7	54
COc1cc(SC)ccc1C(=O)N1CCCCCC1	4	106
CC1(C)CC(=O)C(C(c2cccnc2)C2C(=O)CC(C)(C)CC2=O)C(=O)C1	12	114
C/C(=N/OCC(=O)Nc1oc(-c2ccccc2)c(-c2ccccc2)c1C#N)c1cccs1	-3	nt
Cc1cccc(C)c1OCC(=O)Nc1ccccc1O	2	nt
Cc1nnc(C)n1/N=C/c1cccc(Oc2ccccc2)c1	6	91
Cc1ccc(-n2nc3cc(C)c(NC(=O)c4ccccc4)cc3n2)cc1	6	nt
O=C(NCc1ccco1)c1nc2ncccn2n1	5	88

Arranged by SMILES length (falling): part of the list above
SMILES	HePTP inhibitor	BAP1 inh
O=[N+]([O-])c1ccc(-c2nnc(-c3ccccc3)c(-c3ccccc3)n2)cc1	-9	nt
COc1cc(NS(=O)(=O)c2ccc3ccccc3c2)cc(OC)c1	0	nt
COCCNS(=O)(=O)c1ccc(Cl)cc1	-6	nt

Later entries:
SMILES	HePTP inhibitor	BAP1 inh
COc1ccc(/C(O)=C2/C(=O)C(=O)N(CCCN(C)C)C2c2ccc(Cl)cc2)cc1OC (configuration not stated)	4	79
COc1ccc(C(=O)CN2C(=O)NC3(CCCc4ccccc43)C2=O)cc1OC (configuration not stated)	3	96
Cc1ccccc1NS(=O)(=O)c1cc(C(=O)N2CCCC2)ccc1C	2	62
c1ccc2c(CNCCN3CCOCC3)cccc2c1	-1	141
CC(C)c1ccc(N2C(=O)NC(=O)/C(=C/c3ccc(Br)o3)C2=O)cc1	102*	nt
CCOC(=O)CCC(=O)OCC(=O)NC(C)C1CC2CCC1C2 (configuration not stated)	-5	93
CC1(C)CC(=O)C=C(NCCO)C1	7	125
C=CCOc1ccc(/C=C2\C(=O)NC(=O)N(c3ccc(C)cc3)C2=O)cc1	2	nt
Cc1ccc(NC(=O)CSc2ccccn2)cc1	7	nt
CN1CCN(C(=O)CCCOc2ccc(Cl)cc2Cl)CC1	4	94
CCOC(=O)C1=C(N)OC2=C(C(=O)CC(c3ccccc3Cl)C2)C1c1ccccc1Cl (configuration not stated)	-6	nt
COc1ccc(N2C(=O)c3ccccc3NC2c2cccc(F)c2)cc1 (configuration not stated)	4	nt
O=C(CSc1nnc(CN2CCCCCC2=O)n1-c1ccccn1)NCC(F)(F)F	8	116
O=C(N/N=C/c1cc2c(cc1Br)OCO2)c1cccc2ccccc12	-1	nt
Cc1ccccc1C(=O)Nc1nc2ccc(Cl)cc2s1	22	nt
Cc1oc2cc(Br)c(OC(=O)C(C)(C)C)cc2c1C(=O)OC(C)C	-1	nt
COc1ccc2c(c1OC)C(=O)OC2Nc1cccc(F)c1 (configuration not stated)	0	nt
c1n[nH]c(SCc2ccc(CSc3ncn[nH]3)cc2)n1	2	nt
COCCSc1ccccc1C(=O)Nc1cc(C)on1	6	95
COc1ccc(OC)c(/C=N/NC(=O)CSc2ncccn2)c1	-10	nt
Cc1cc(-c2nnc3sc(C4CCCCC4)nn23)n[nH]1	7	74
N#Cc1c(SCC(=O)C2CC2)nsc1SCC(=O)C1CC1	nt	158
CCCCNC(=O)C(=O)NCCCO	7	nt
O=S1(=O)CCC(N=Cc2cc(Br)ccc2O)C1 (configuration not stated)	11	92
NCCC12CC3CC(C1)CC(CCN)(C3)C2	5	nt
CC(=O)Nc1ccc(S(=O)(=O)NC(C)(C)C)cc1	-14	nt
Cc1ccc(N2CC(C(=O)OCC(=O)C(C)(C)C)CC2=O)cc1 (configuration not stated)	16	nt
CCOC(=O)c1c(C)[nH]c(NC(=O)Nc2c(C)n(C)n(-c3ccccc3)c2=O)c1C	5	101
Cc1ccc(NC(=O)CNc2cccc(C)c2C)c(C)c1	10	96
CCCc1nc2c(=O)[nH]c3ccccc3c2o1	6	85

Single records, as listed above. Screens in order: HePTP inhibitor | BAP1 inh
Cc1ccc(N2CC(C(=O)OCC(=O)C(C)(C)C)CC2=O)cc1 (configuration not stated) is listed as 16 | nt
COc1ccc(OC)c(/C=N/NC(=O)CSc2ncccn2)c1 is listed as -10 | nt
CCCc1nc2c(=O)[nH]c3ccccc3c2o1 is listed as 6 | 85
O=S1(=O)CCC(N=Cc2cc(Br)ccc2O)C1 (configuration not stated) is listed as 11 | 92

More structures
SMILES	HePTP inhibitor	BAP1 inh
COC(=O)c1ccc2c(=O)n(CCN3CCOCC3)c(SCC(=O)NC3CCCCC3)nc2c1	-2	nt
Cc1nnc(NC(=O)CSc2nnc(Cc3cccn3C)n2-c2ccccc2)s1	1	101
Cc1sc2ncnc(N[C@@H](CCC(=O)O)C(=O)O)c2c1C	3	106
Cc1ccc(C(=O)Nc2cccnc2)cc1S(=O)(=O)N1CCOCC1	7	nt
COc1ccc(CC(=O)OC(C)CN2CCCC2)cc1 (configuration not stated)	3	91
COc1ccc(OC)c(S(=O)(=O)N2CCOCC2)c1	-7	nt
COc1cccc(/C=N/NC(=O)Cn2c(-c3nonc3N)nc3ccccc32)c1OCc1ccc(Cl)cc1Cl	0	nt
CC(C)CCNC(=O)C(C)N(Cc1ccc(F)cc1)C(=O)c1ccc(CN2CCCCC2)o1 (configuration not stated)	2	140
O=C(c1ccccc1)c1cc2c(cc1Br)OCCCO2	-1	nt
COc1ccc(N2CCN(C(=O)c3ccc(CS(=O)(=O)c4ccc(OC)cc4)o3)CC2)cc1	5	105
